High-throughput results as filed in PubChem.
Autophagy mod – autophagy modulation, high-content screen | MEF GFP-LC3 puncta imaging; test concentration mostly 10 µM | calls only at 10 µM (by protocol) | 0.98% of 190,000 active;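 active means percentage of spot-positive cells more than 3 SD above its plate mean, without a fluorescence outlier flag or 80% toxicity; inconclusive means no clear call, values can overlap the other calls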;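 further: spot-positive cell cutoff set from DMSO-treated cells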
Dynein cargo inh – dynein cargo transport inhibition. 3617.4 mouse cells, GR-EGFP nuclear translocation imaging; test concentration mostly 20 µM; stimulated with dexamethasone, 1 µM; stronger effect = lower value. z-score, hits read low. 0.47% of 220,000 active. AID 1381;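 active means plate z-score of nuclear minus cytoplasmic receptor signal below a set negative limit, without overly bright fluorescence or cell loss, cut at about -3.5 in these data, passing the limit was not always enough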;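 further: z-score of nuclear minus cytoplasmic ring GR-EGFP intensity difference per well; some compounds called inactive have numbers as strong as hits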
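Buffer or medium – tet-free medium with charcoal-stripped serum · Signal – automated 10x imaging of fixed Hoechst-stained cells · Also added – dexamethasone agonist, 1.0 µM final, for 30 min · Incubation – induction 48 h, compound 1 h, agonist 30 min · Read-out – GR-EGFP nuclear translocation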
XIAP displacement – small molecules displacing peptide from XIAP – biochemical, IAP family, fluorescence polarization (AID 1018) | one-dose displacement, % at 20 µM; IC50 in µM for titrated hits | 0.007% of 200,000 active | XIAP BIR domain, fluorescence polarization peptide displacement; higher % means a stronger effect; in the data active means displacement above about 50%; further: a part of the inactive calls stands beside numbers as strong as those of hits
MT stabilize HCS – stabilizes microtubules in HeLa cells; 0.83% of 200,000 active; % tubulin-high responders, % at 10 µM; AID 2205; HeLa tubulin immunostaining HCS, 24 h; share of cells brighter than vehicle mean+2SD;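 active means plate Z-score above 3 for both tubulin-high and condensed-nucleus cell shares, with cell loss under 80%, at 10 µM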;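 further: anti alpha tubulin signal scored within the nucleus-defined area of each cell; some results filed as inactive read as strong as hits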
Insulin prom up – MIN6 insulin promoter up-regulation; 0.3% of 190,000 active; MIN6 insulin promoter-GFP reporter, high-content imaging; stronger effect = higher value; AID 1625; z-score at 5 µM;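 active means z-score above 3 at 5 µM with at least 500 cells counted in the well; inconclusive means wells under 500 cells, flagged as cytotoxic or low count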
b-catenin transl – modulators of beta-catenin nuclear translocation. HeLa beta-catenin nuclear translocation, immunofluorescence imaging. nuclear translocation activity, % at 5 µM. 0.3% of 190,000 active. AID 1665;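 active means nuclear translocation activity above 50% at 5 µM, with a well cell count of 50 or more; inconclusive means wells under 50 cells across six images, flagged as toxic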;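 further: per-cell ratio of nuclear to cytoplasmic median beta-catenin stain intensity; plate controls were DMSO negative control for no effect and GSK-3 inhibitor IX positive control for full effect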
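System: Human HeLa cells, endogenous beta-catenin | Compound dosing: 5 µM primary, 0.02–20 µM confirmation | Timing: 24 h compound exposure at 37°C, 5% CO2 | Measured by: Fluorescence imaging of beta-catenin antibody stain plus DAPI | Read-out basis: % activation of per-cell nuclear versus cytoplasmic median beta-catenin signal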
CSM14.1 death rescue – protection against thapsigargin-triggered cell killing – 384-well, CSM14.1, ATP luminescence, primary screen (AID 1222); CSM14.1 thapsigargin-induced death rescue, ATP luminescence; higher % means a stronger effect; cellular ATP content (survival), % at 20 µM; hits with a dose series show EC50 in µM; 190,000 tested, under 10 active;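 active means EC50 below 50 µM in the dose-response confirmation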;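 further: death triggered by thapsigargin at about 15 µM added after 2 h compound pretreatment; cell ATP read after overnight thapsigargin exposure of roughly 18 to 22 hours; normalized against plate controls of thapsigargin alone and 5% DMSO vehicle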
WT yeast gro inh – growth inhibition of WT yeast, mitochondrial fusion screen. mitochondrial fusion phenotypic screen, WT strain. 2.1% of 190,000 active. inhibition, % at 10 µM; in the data active means inhibition above about 58%; tested in S. cerevisiae
Hep lipid drop – modulators of hepatic lipid droplet formation. AML12 mouse hepatocytes, oleate lipid droplets, BODIPY imaging. inhibition, % at 6.5 µM. 0.4% of 240,000 active. AID 1656;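 active means lipid droplet intensity inhibited by at least 50%, with more than 500 cells counted; inconclusive means wells with under 300 cells, treated as cytotoxic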
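Test system: AML12 mouse liver cells; schedule: overnight exposure; technique: high-content imaging of BODIPY-stained droplets and DAPI nuclei; read-out: % inhibition of corrected integrated BODIPY droplet signal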
WT yeast gro inh mutant strain – second read-out of WT yeast gro inh, no call of its own (marks repeat the call); inhibition, %; mitochondrial fusion phenotypic screen, mutant strain inhibition
Dynein cargo inh cytoplasmic EGFP – further read-out of Dynein cargo inh, marked with its call; z-score; measured here: cytoplasmic GR-EGFP intensity; stronger effect = higher value
Dynein cargo inh nuclear GR-EGFP – further read-out of Dynein cargo inh, marked with its call; z-score; measured here: nuclear GR-EGFP intensity;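 lower value marks the stronger effect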
Dynein cargo inh cell count – recorded beside Dynein cargo inh, whose call it bears; z-score; measured here: cell count per field
Insulin prom up cell count – second read-out of Insulin prom up, no call of its own (marks repeat the call); cell count; measured here: cytotoxicity, nuclei count;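 total cells summed across four imaged fields per well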
Hep lipid drop cells 6.5 µM – further read-out of Hep lipid drop, marked with its call; cell count; measured here: cell count, cytotoxicity flag;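 cells counted across two imaged fields per well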
b-catenin transl cell count 5 µM – second read-out of b-catenin transl, no call of its own (marks repeat the call); cell count; measured here: cell count, cytotoxicity flag
MT stabilize HCS Hoechst-high % – also measured in MT stabilize HCS; calls as there; % Hoechst-high responders; measured here: nuclear condensation Hoechst responders;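 share of cells brighter than vehicle mean plus two SD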
MT stabilize HCS cytotoxicity % – also measured in MT stabilize HCS; calls as there; toxicity, %; measured here: cytotoxicity by cell density;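 0% = mean cell density of plate MIN control wells and 100% = no cells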
Autophagy mod cell loss 18 h – further read-out of Autophagy mod, marked with its call; toxicity, %; measured here: cell loss, nuclei count;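 cell loss after 18 h compound exposure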
Starred values were filed as active, the others as inactive; i = inactive; ? = inconclusive; · = no result given.

SMILES	Autophagy mod	Autophagy mod cell loss 18 h	Dynein cargo inh	Dynein cargo inh cytoplasmic EGFP	Dynein cargo inh nuclear GR-EGFP	Dynein cargo inh cell count	XIAP displacement	MT stabilize HCS	MT stabilize HCS Hoechst-high %	MT stabilize HCS cytotoxicity %	Insulin prom up	Insulin prom up cell count	b-catenin transl	b-catenin transl cell count 5 µM	CSM14.1 death rescue	WT yeast gro inh	WT yeast gro inh mutant strain	Hep lipid drop	Hep lipid drop cells 6.5 µM
Cn1c(=S)[nH]c(=O)c2ncc(=O)[nH]c21	i	-15	-0.3	-0.14	0.058	0.028	-0.4%	1.7	2.5	3.9	0.12	1418	-1.9	1122	-1.2%	-3	-7	-2	712
CCOc1ccc(Br)cc1S(=O)(=O)Nc1ccc(C(=O)OC(C)C(=O)N(C)c2ccccc2)cc1 (stereo not drawn)	i	1	2.2	-0.036	1.3	-1.3	-12%	6.7	0.6	0.7	0.13	1481	-1.0	1098	5.7%	24	9	-78	604
COc1cc(NS(=O)(=O)c2ccc(NC(=O)NC3CCCCC3)cc2)nc(OC)n1	i	-4	-1.2	-0.24	-0.58	0.1	-1.8%	3.3	2.1	0.4	0.45	1911	-1.3	1039	-2.6%	-13	-12	4	668
CCC(C)(C(=O)NC1CCCCC1)N(Cc1ccco1)C(=O)c1cnccn1 (stereo not drawn)	i	5	-0.074	-0.14	0.15	-0.59	-9.4%	2.5	1.5	3.6	-0.33	1363	·	·	-1.9%	-8	-10	-13	708
CCN(CC)S(=O)(=O)c1ccc(NC(=O)CSc2cccc[n+]2[O-])cc1	i	-4	-0.14	-0.11	0.59	-0.16	-5.9%	3.0	1.9	9.8	·	·	-1.6	1110	-0.9%	1	-15	-4	708
O=C(/C=C\c1ccco1)c1ccc(NC(=O)c2ccco2)cc1	i	-4	-0.25	0.42	0.31	-0.074	-8.1%	2.4	1.4	6.9	0.12	1517	-0.9	1034	7.1%	5	7	2	718
Cc1cc(C(=O)N2CCOCC2)c(C)o1	i	24	-0.97	-0.21	-0.63	1.1	-8.8%	3.4	2.3	7.5	·	·	0.2	1580	-1.0%	27	-6	-6	722
O=C(CCCCn1c(=O)c2ccccc2n(CC(=O)Nc2cccc(F)c2)c1=O)NCc1ccco1	i	-6	-1	-0.24	0.11	0.97	-6.1%	2.4	2.1	8.3	-1	1302	0.8	1129	4.7%	10	17	-1	745
CC(=O)c1n[nH]nc1Nc1nc(C)cc(C)n1	i	3	0.077	-0.17	0.037	0.51	-4.9%	2.6	2.4	8.0	·	·	1.6	1061	1.1%	-12	0	10	763
O=C(Cc1ccccc1)Nc1ccccc1C(=O)Nc1ccccc1	i	3	-0.15	-0.26	-0.5	0.072	-4.8%	5.1	2.1	6.0	0.24	1232	0.8	546	0.6%	47	19	12	633

Overlap with the part before: 2 entries; new compounds follow.
SMILES	Autophagy mod	Autophagy mod cell loss 18 h	Dynein cargo inh	Dynein cargo inh cytoplasmic EGFP	Dynein cargo inh nuclear GR-EGFP	Dynein cargo inh cell count	XIAP displacement	MT stabilize HCS	MT stabilize HCS Hoechst-high %	MT stabilize HCS cytotoxicity %	Insulin prom up	Insulin prom up cell count	b-catenin transl	b-catenin transl cell count 5 µM	CSM14.1 death rescue	WT yeast gro inh	WT yeast gro inh mutant strain	Hep lipid drop	Hep lipid drop cells 6.5 µM
CC(=O)c1n[nH]nc1Nc1nc(C)cc(C)n1	i	3	0.077	-0.17	0.037	0.51	-4.9%	2.6	2.4	8.0	·	·	1.6	1061	1.1%	-12	0	10	763
O=C(Cc1ccccc1)Nc1ccccc1C(=O)Nc1ccccc1	i	3	-0.15	-0.26	-0.5	0.072	-4.8%	5.1	2.1	6.0	0.24	1232	0.8	546	0.6%	47	19	12	633
CCCc1noc2c1/C(=N\O)CC(CC(C)SCC)C2 (stereo not drawn)	i	-7	0.066	-0.064	0.34	-0.34	-2.0%	5.7	2.5	5.3	0.02	1895	0.8	1232	-0.8%	54	4	?	·
CCOc1ccc(NC(=O)NCCCN2CCCC2)cc1	i	-2	0.063	-0.0023	0.15	0.23	-5.1%	0.6	3.5	9.2	·	·	-9.0	1242	5.2%	-14	-1	1	745
C=CCNC(=O)/C(C#N)=C/c1ccccc1Cl	i	14	-0.31	-0.26	0.042	0.01	-2.2%	3.1	1.5	4.6	0.81	1555	0.9	1099	-1.5%	12	45	6	676
C/C(=N\Nc1ccc(Cl)c(C(=O)O)c1)c1cccc([N+](=O)[O-])c1	·	·	0.8	-0.29	0.47	0.25	·	·	·	·	0.37	997	1.1	1289	·	·	·	0	753
CCC(=O)N1C(=O)C2(Nc3ccccc3N2)c2ccccc21	i	-3	0.73	-0.38	-0.082	-0.098	-3.0%	2.3	2.3	2.5	0.58	1309	-1.9	1115	2.0%	-2	6	-4	709
CCOC(=O)c1ccc(NC2c3ncccc3C(=O)N2Cc2ccc(F)cc2)cc1 (stereo not drawn)	i	-6	-0.96	0.24	-0.072	0.68	-1.5%	4.1	2.6	12	·	·	·	·	9.6%	-4	8	·	·
O=C(O)CNC(=O)CC1S/C(=N/N=C2/NC(=O)CS2)NC1=O (stereo not drawn)	i	-8	-0.82	-0.11	-0.7	0.46	-1.3%	2.6	1.3	4.2	0.35	1255	-2.2	1038	-0.3%	-6	1	20	708
COc1ccc(C2CC(Cn3cc(C#N)c(=O)n(C)c3=O)ON2C)cc1 (stereo not drawn)	i	4	-0.17	-0.3	0.27	-0.064	-4.2%	2.3	2.3	5.0	-0.09	1336	-2.3	1171	-0.2%	-16	-15	-5	682
COc1ccccc1NC1=Nc2cccc3cccc1c23	·	·	0.02	-0.18	0.68	-0.87	·	·	·	·	0.03	984	0.0	1257	·	·	·	6	752
O=C(NCCN1CCCC1=O)Nc1ccccc1	i	2	0.24	-0.2	0.49	-0.99	-1.1%	1.2	1.0	4.2	-0.7	1289	0.0	1052	-2.1%	-3	-5	4	740
COc1ccccc1NC(=O)CSc1nnc(CCNC(=O)c2ccc(C)cc2)n1C	i	2	1.3	-0.23	0.86	-0.83	-5.2%	2.7	1.9	5.7	-0.11	1511	2.2	985	-0.1%	9	4	5	780
O=C(c1ccco1)N1CCN(C(=O)C2CCCc3c2[nH]c2ccc(Cl)cc32)CC1 (stereo not drawn)	i	1	-0.2	-0.25	-0.72	0.1	-1.6%	4.3	2.1	9.7	0.68	697	1.0	1103	2.7%	20	24	-5	793
Nc1c(Cl)ncnc1N/N=C/c1cccc(O)c1	·	·	1.2	-0.2	1.1	-1.1	·	·	·	·	-0.31	863	0.6	1293	·	·	·	2	674
Cc1onc(-c2c(Cl)cccc2Cl)c1NC(=O)NNc1ccccc1	·	·	0.022	-0.24	-0.0064	-0.34	·	·	·	·	-0.57	1446	-3.2	1188	·	·	·	-7	742
Cc1cccc(N2C(=O)N(c3ccccc3C)C3CS(=O)(=O)CC32)c1 (stereo not drawn)	i	2	-0.62	-0.29	-0.05	0.16	-7.5%	1.8	2.1	38	1.2	1103	-5.3	1115	-3.4%	7	-2	14	735
CCOC(=O)c1c(Cc2ccccc2)c[nH]c1C	i	15	1.5	-0.11	1.3	-1.1	-5.6%	2.1	1.1	11	0.15	1285	-0.2	1121	-1.2%	12	14	9	669
COc1cccc(NC(=S)N(CCN2CCCCC2)Cc2ccco2)c1	i	16	0.24	-0.21	0.43	-0.0093	-4.6%	2.2	2.4	4.7	-0.87	1270	1.5	1012	-0.8%	-1	11	-5	723
COc1cc(NC(=S)Nc2ccc(S(=O)(=O)N3CCOCC3)cc2)cc(OC)c1OC	i	38	0.62	-0.21	-0.12	0.24	-2.4%	2.4	1.8	5.4	0	1417	-0.7	1344	-1.7%	-11	6	·	·
C/C(=N\NC(=O)c1cccc(N/N=C(\C)c2ccncc2)c1)c1ccncc1	i	16	-1.1	-0.17	-0.61	0.9	-7.5%	2.0	2.5	4.1	0.13	1263	-2.8	1039	-1.1%	-2	-10	13	699
O=C(O)COCc1nc2ccccc2[nH]1	i	-4	-0.57	-0.2	-0.2	0.29	-5.7%	1.5	1.2	6.4	0.62	1117	-1.4	1185	-3.5%	-1	-46	·	·
CC(=O)O/N=C(/C)c1ncc(C(F)(F)F)cc1N1CCOCC1	i	-7	-0.67	0.56	-0.44	0.61	-2.4%	2.0	2.1	8.4	·	·	-17	1197	-0.9%	-17	-75	24	782
Cc1ccccc1Cn1cc(C)c(=O)[nH]c1=O	i	4	0.89	-0.29	0.88	-0.15	-2.3%	2.7	1.9	11	-0.36	1551	0.4	1511	-1.0%	2	5	·	·
C/C(=N\NC(=O)C(O)(c1ccccc1)c1ccccc1)c1ccc(C)o1	i	10	0.19	0.54	0.023	-0.14	-0.9%	1.6	5.1	10	0.43	1229	·	·	0.1%	-3	4	-11	632
CC(C)CC(C(=O)O)N1C(=O)C2C3CC(C2C1=O)C1C(c2ccccc2)c2sc(=O)[nH]c2SC31 (stereo not drawn)	i	3	0.17	-0.26	0.57	-0.91	-12%	3.7	3.2	6.2	1.1	2236	-0.5	997	0.0%	-19	-7	?	·
